rTrxR1 inhibitor – blocks rat thioredoxin reductase 1; O89049; Potency, µM (top dose mostly 114 µM), for the others: top-dose activity change, negative = inhibition, actives largely listed as inhibitors; recombinant rTrxR1, NADPH fluorescence consumption, selenite substrate; hit rate 1% among 390,000; AID 588453; further: potency means the concentration at half of the fitted maximal effect; on the % scale 0 is the no-effect control and ±100 the full control effect; nearly all actives have a fitted effect of over 65% in size
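Rat TrxR1 (90 nM in the dispensed reagent) was pre-reduced with 400 uM NADPH for 5 min at room temperature, then incubated with compound for 15 min. After 400 uM selenite was added, NADPH fluorescence (Ex 340/Em 450 nm) was followed for 8 min.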
Glioma ERSR ind – ER stress response induction in glioma | Potency, µM, inactives show top-dose activation, hits mostly activators | U87-MG GRP78 promoter luciferase reporter, 16 h | hit rate 0.02% among 420,000 | AID 602332; further: potency means the concentration at half of the fitted maximal effect; series mostly up to about 76 µM; % of control where 0% means no effect; nearly all actives have a fitted effect of over 35% in size
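Stably transfected U87-MG human glioma cells carrying a GRP78-based luminescent sensor were seeded at 1000 cells/well, pin-dosed with compounds and incubated 16 h. Luciferase reagent was then added, and end-point luminescence was read after 10 min at room temperature.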
USP1-UAF1 inh – USP1/UAF1 (human) deubiquitinase inhibition; O94782; recombinant USP1/UAF1, Ub-Rhodamine cleavage fluorescence; Potency, µM (series often up to 57.1 µM), for the others: top-dose activity change, negative = inhibition, actives largely listed as inhibitors; hit rate 0.23% among 390,000; further: potency means the concentration at half of the fitted maximal effect; on the % scale 0 is the no-effect control and ±100 the full control effect; nearly all actives have a fitted effect of over 60% in size; inactives centre near -12
Target sequence (O94782 whole entry, looked up): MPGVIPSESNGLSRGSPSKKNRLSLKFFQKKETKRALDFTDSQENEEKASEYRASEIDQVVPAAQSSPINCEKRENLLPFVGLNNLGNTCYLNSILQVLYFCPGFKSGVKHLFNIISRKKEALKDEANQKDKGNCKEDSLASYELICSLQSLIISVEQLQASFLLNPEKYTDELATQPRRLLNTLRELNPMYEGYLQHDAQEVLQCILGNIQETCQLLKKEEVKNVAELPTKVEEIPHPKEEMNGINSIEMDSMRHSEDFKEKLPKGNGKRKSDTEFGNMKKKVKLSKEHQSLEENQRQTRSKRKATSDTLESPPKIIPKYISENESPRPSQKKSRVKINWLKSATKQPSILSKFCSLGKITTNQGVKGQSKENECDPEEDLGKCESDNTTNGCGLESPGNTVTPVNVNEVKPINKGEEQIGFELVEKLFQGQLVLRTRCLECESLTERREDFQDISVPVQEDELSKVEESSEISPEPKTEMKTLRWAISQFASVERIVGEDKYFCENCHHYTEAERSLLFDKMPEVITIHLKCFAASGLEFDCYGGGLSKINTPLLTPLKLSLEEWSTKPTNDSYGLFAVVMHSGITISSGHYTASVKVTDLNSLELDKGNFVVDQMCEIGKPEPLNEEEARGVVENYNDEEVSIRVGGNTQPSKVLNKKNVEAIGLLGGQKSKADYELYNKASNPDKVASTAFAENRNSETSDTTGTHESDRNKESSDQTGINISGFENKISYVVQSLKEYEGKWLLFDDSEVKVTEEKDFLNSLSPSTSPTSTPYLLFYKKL
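High-throughput fluorogenic screen: 1nM USP1/UAF1 complex, Ub-Rho substrate 150nM final, 50mM HEPES pH 7.8 with 0.5mM EDTA, 0.1 mg/ml BSA, 1mM TCEP and 0.01% Tween-20.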
TrxR1 substrate – rat thioredoxin reductase 1 substrate activity | O89049 | purified TrxR1 substrate turnover, NADPH consumption readout | Potency, µM (titrated, usually from 114 µM), without a hit: top-dose activity change, negative = substrate turnover | hit rate 0.01% among 390,000 | AID 588456; further: potency means the concentration at half of the fitted maximal effect; on the % scale 0 is the no-effect control and ±100 the full control effect; nearly all actives have a fitted effect of over 50% in size
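Rat TrxR1, dispensed at 90 nM, was prereduced with 400 uM NADPH (final) for 5 min at ~22 deg C, then incubated with compound 15 min before 400 uM selenite. A first-read NADPH fluorescence drop versus no-compound background flagged substrates.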
mIDH1 inhibitor – blocks human mutant IDH1 R132H enzyme; O75874; IDH1-R132H enzyme, NADPH consumption, diaphorase/resazurin fluorescence; Potency, µM (doses to about 76.6 µM), for inactives: top-dose activity change, negative = inhibition, most hits filed as inhibitors; hit rate 0.093% among 390,000; AID 602179; further: potency means the concentration at half of the fitted maximal effect; on the % scale 0 is the no-effect control and ±100 the full control effect; nearly all actives have a fitted effect of over 65% in size
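IDH1-R132H (0.5 ug/mL dispensed) in pH 7.5 Tris buffer was preincubated 30 min with compound, then given a substrate mix of 0.016 mM NADPH and 2 mM alpha-KG for 80 min at room temperature; remaining NADPH was read by diaphorase/resazurin fluorescence.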
Vif-A3G inh – Vif-A3G binding inhibition; hit rate 0.076% among 410,000; Q9HC16; Potency, µM (highest dose often 46.1 µM), for inactives: top-dose activity, negative = active, actives largely listed as inhibitors; HeLa A3G-eYFP + Vif (tagged APOBEC3G with the HIV-1 protein that degrades it), YFP fluorescence, overnight;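 further: potency means the concentration at half of the fitted maximal effect; on the % scale 0 is the no-effect control and ±100 the full control effect; nearly all actives have a fitted effect of over 60% in size; hits raise eYFP signal because A3G escapes Vif-driven loss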
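Read-out is eYFP fluorescence (Ex 488/Em 500-530) from Vif-expressing HeLa A3G-eYFP cells; more signal means A3G escaped Vif-mediated degradation. Cells plated overnight, compound pinned in, incubated overnight at 37 deg C.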
Vif-A3F inh – Vif-A3F binding inhibition | HeLa A3F-eYFP + Vif (tagged APOBEC3F with the HIV-1 protein that degrades it), YFP fluorescence increase | Potency, µM (titrated, usually from 46.1 µM), without a hit: at the top dose activity, negative = active | hit rate 0.2% among 390,000 | AID 602313; further: potency means the concentration at half of the fitted maximal effect; % of control where 0% means no effect; nearly all actives have a fitted effect of over 65% in size
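HeLa cells stably expressing A3F-eYFP plus Vif, plated and incubated overnight at 37 deg C, then exposed to compounds overnight at 37 deg C. Blocked degradation read as raised yellow fluorescence (Ex 488/Em 500-530).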
LDHA block – inhibitors of human lactate dehydrogenase A; purified LDHA, NADH/diaphorase-resazurin fluorescence; stronger effect = lower value; P00338; AID 1347041; hit rate 0.15% among 480,000; activity change, % (values are at about 110 or 230 µM); in the data active means activity change below about -30%; inconclusive means mostly about -25% to -30%;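 further: plate controls were DMSO wells for no effect and wells without enzyme for full effect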
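Human LDH5 at 2 nM final in Tris HCl pH 7.4 with 0.06 mM NADH and 0.2 mM pyruvate, reacted 5 minutes at room temperature. Remaining NADH coupled via diaphorase/resazurin; resorufin fluorescence read at 0 and 20 minutes, normalized to enzyme-free and DMSO wells.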
RGS4 inhibitor – human RGS4 inhibition; P49798; Transcreener GDP fluorescence polarization, RGS4-accelerated GTP hydrolysis; Potency, µM (series often up to 114 µM), without a hit: at the highest dose activity change, negative = inhibition, actives largely listed as inhibitors; hit rate 0.039% among 390,000; further: potency means the concentration at half of the fitted maximal effect; on the % scale 0 is the no-effect control and ±100 the full control effect; nearly all actives have a fitted effect of over 75% in size; some results filed as inactive show a strong effect at the top dose
Target sequence (P49798 whole entry, looked up): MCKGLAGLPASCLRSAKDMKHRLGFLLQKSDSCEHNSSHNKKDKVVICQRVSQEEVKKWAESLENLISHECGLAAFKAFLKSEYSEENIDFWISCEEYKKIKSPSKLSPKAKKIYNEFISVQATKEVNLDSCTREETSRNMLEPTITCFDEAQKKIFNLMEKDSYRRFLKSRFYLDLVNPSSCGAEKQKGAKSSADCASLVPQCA
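MLSMR compounds (23 nl, pin-transferred) preincubated 10 min at room temperature with a 500nM (2x) first reagent, then RGS4 at 900nM (2x) plus Transcreener GDP mix added; fluorescence polarization (620/688 nm) read before and after 90 min at 30 °C.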
Numbers without * were called inactive; ? = inconclusive; . = no result given; & = joins results of further samples; ! = not active in a repeat; [ ] = another dose, or the depositor's remark. Unless noted, the call rests on the fitted dose curve; in most records, active means well fitted curve in the direction sought with a large enough effect; inconclusive means small, poorly fitted or top-dose-only effect, or another doubt; inactive means no such curve, though single readings can be large; an effect the other way counts as inactive or inconclusive.

SMILES	rTrxR1 inhibitor	Glioma ERSR ind	USP1-UAF1 inh	TrxR1 substrate	mIDH1 inhibitor	Vif-A3G inh	Vif-A3F inh	LDHA block	RGS4 inhibitor
O=C(CSc1n[nH]c(-c2cccnc2)n1)Nc1ccc([N+](=O)[O-])cc1Br	31.9%[activator][57.1 µM]	-4.1%	-20.6%	10.5%[57.1 µM]	-1.1%	-3.0%	8.9%	-8.1	-4.1%
O=C(NCc1ccc2c(c1)OCO2)c1ccc2c(c1)N(Cc1c(F)cccc1Cl)C(=O)CS2	11.3%	-2.6%	-21.1%	-4.8%	6.1%	-0.8%	-3.9%	-1.4	-11.0%
CCOc1ccc(CNC(=O)CCc2cn(Cc3ccccc3)c3ccccc23)cc1	25.0%	-2.1%	-18.8%	1.7%	-3.1%	-9.7%	-3.6%	-2.8	-9.6%
COc1cc(NC(=O)CN(c2ccc(C)cc2)S(=O)(=O)c2c(C)noc2C)cc(OC)c1	13.2%	-1.6%	-8.5%	-10.1%	-2.4%	11.9%	0.7%	-0.2	-24.4%
COc1cccc2c(SCC(=O)N/N=C/c3ccc(O)cc3O)cc(C)nc12	-14.3%[57.1 µM]	-9.9%	-19.5%	-6.7%[57.1 µM]	-7.5%	-8.5%	-1.3%	-0.8	18.0%
CNc1c(N=Cc2cccnc2)c(=O)n(C)c(=O)n1C	-15.7%	-3.8%	-4.6%	-12.7%	5.8%	-0.6%	-8.1%	-11.9	16.2%
CCOc1ccc(NC(=O)CN(C)C(=O)c2ccc3c(c2)S(=O)(=O)N=C2CCCCCN23)cc1OCC	-3.6%	-5.3%	-16.8%	-5.7%	-8.8%	-2.2%	-14.9%	-2.4	2.0%
CCCCNC(=O)CC1N=C2c3ccccc3N=C(SCC(=O)NCc3ccccc3Cl)N2C1=O (stereo not drawn)	-7.8%	1.8%	-18.0%	31.7%	-3.4%	-1.3%	-1.2%	-5.2	-15.0%
Cc1ccc(C)c(N2CCN(CC3CC=CCC3)CC2)c1 (stereo not drawn)	8.6%	-3.1%	-0.8%	5.5%	2.9%	-1.5%	-7.1%	5.1	-15.4%
COc1ccc(Cl)cc1-n1c(C)cc(C=O)c1C	8.9%[57.1 µM]	-5.0%	1.1%	-5.1%	7.0%	0.4%	-0.3%	-8.8	10.1%
Clc1cccc(/C=N/N2CCN(Cc3ccccc3)CC2)c1	18.0%	2.8%	-19.7%	0.2%	-0.6%	2.7%	-6.8%	-0.9	2.3%
CCOc1ccc(-c2cc(C)n3nc(C(=O)Nc4cc(Cl)ccc4O)cc3n2)cc1	9.4%	-3.0%	-4.9%	6.6%	1.6%	-6.1%	-12.6%	-3.3	-48.0%
COC(=O)c1sccc1NC(=O)CC1C(=O)NCCN1C(=O)c1ccccc1 (stereo not drawn)	13.2%	-7.6%	-19.5%	1.2%	-4.7%	-0.9%	-1.1%	-6.8	-30.7%
C[C@H]1CCC[C@]2(C)C[C@H]3OC(=O)C(CN4CCCCCC4)[C@H]3C=C12 (stereo partly drawn)	?	-11.2%	-16.5%	-6.7%	-8.1%	?	1.4%	-4.6	-26.8%
CC(C)COC(=O)C(N)C(C(=O)OCC(C)C)c1ccccc1 (stereo not drawn)	-5.7%	-1.3%	-15.5%	-3.5%	8.5%	0.3%	-15.1%	-2.6	1.2%
CN(c1ccccc1)S(=O)(=O)c1cccc(NC(=O)c2nn(C)c(=O)c3ccccc23)c1	24.2%	0.6%	-14.5%	5.1%	7.2%	2.5%	7.6%	-0.7	1.1%
Cc1cccc2[nH]c(SCC(=O)O)nc12	16.8%[11.4 µM]	-1.0%	?	9.6%[11.4 µM]	2.8%	-1.9%	0.7%	-8.4	-37.0%
Cc1cc(NC(=O)COC(=O)[C@@H](NS(=O)(=O)c2ccccc2)C(C)C)no1	-0.6%	-4.4%	-7.3%	-4.5%	-2.0%	2.3%	-1.5%	-5.5	-25.8%
CCOc1cc(CN2CCOCC2)cc(C(C)=O)c1	-68.6%	-1.1%	-21.7%	-2.1%[57.1 µM]	5.9%	-0.3%	0.5%	0.6	-23.0%
CCn1c(=O)c2ccccc2n2c(SCC(N)=O)nnc12	19.4%	-1.8%	-21.1%	3.3%	-4.8%	-3.2%	7.8%	-0.9	16.9%
Cc1ncoc1C(=O)N1CCCC(C(=O)c2cccc(C(F)(F)F)c2)C1 (stereo not drawn)	18.4%	-3.8%	-23.8%	9.2%	7.7%	-4.3%	-5.2%	-2.6	18.4%[11.4 µM]
O=C(Cc1ccccc1)c1nc2ccccc2s1	-32.6%	1.3%	?	-13.1%	-13.4%	-1.0%	-5.4%	2.9	-27.6%
CCN(CC)C(=S)SSC(=S)N(CC)CC	?	-2.8%&-1.8%&-11.3%&-9.1%&-5.7%&6.8%&-9.2%	-16.6%	-4.7%[57.1 µM]	3.1%	-10.4%	8.4%	0.9&6.9	1.06µM*!
Cc1cc(NC(=O)CCCn2cc([N+](=O)[O-])cn2)n(Cc2ccc(F)cc2)n1	13.1%[57.1 µM]	4.9%	-23.6%	6.7%[57.1 µM]	-2.0%	6.2%	12.3%	-11.6	33.2%
CCOc1[nH]c(/N=C/c2ccc(OC)cc2)c(C#N)c1C#N	?	-3.9%	.	-0.5%	.	-3.7%	.	-0.5	-5.2%
CCC1CCc2sc(C(=O)NNC(=S)NCC3CCCO3)cc2C1 (stereo not drawn)	-20.3%	1.6%	-2.3%	0.9%	-1.5%	-1.7%	-1.6%	1.3	-27.5%
O=C(CSCc1cccc(Br)c1)NC1CC1	13.5%	-2.8%	-14.5%	8.3%	2.8%	-1.1%	4.4%	-7.0	-35.9%
CC(=O)c1c(C)nc(-c2ccc(Cl)cc2)nc1N	-5.7%[57.1 µM]	-0.3%	-23.4%	-1.3%[57.1 µM]	-4.8%	-4.7%	?	-0.8	-11.6%
CCCCCCCCC#Cc1nc(C)ccc1OC	2.0%	1.2%&-2.5%	?	-1.0%	8.1%	1.5%	-3.8%	2.5	6.5%
Cc1ccc(Oc2ncnc(N)c2[N+](=O)[O-])cc1C	10.8%	-3.9%	-20.2%	3.2%	0.0%	1.1%	3.8%	-1.1	20.6%

Four entries drawn at random from the list so far:
SMILES	rTrxR1 inhibitor	Glioma ERSR ind	USP1-UAF1 inh	TrxR1 substrate	mIDH1 inhibitor	Vif-A3G inh	Vif-A3F inh	LDHA block	RGS4 inhibitor
O=C(Cc1ccccc1)c1nc2ccccc2s1	-32.6%	1.3%	?	-13.1%	-13.4%	-1.0%	-5.4%	2.9	-27.6%
CC(=O)c1c(C)nc(-c2ccc(Cl)cc2)nc1N	-5.7%[57.1 µM]	-0.3%	-23.4%	-1.3%[57.1 µM]	-4.8%	-4.7%	?	-0.8	-11.6%
Cc1cc(NC(=O)COC(=O)[C@@H](NS(=O)(=O)c2ccccc2)C(C)C)no1	-0.6%	-4.4%	-7.3%	-4.5%	-2.0%	2.3%	-1.5%	-5.5	-25.8%
CCOc1cc(CN2CCOCC2)cc(C(C)=O)c1	-68.6%	-1.1%	-21.7%	-2.1%[57.1 µM]	5.9%	-0.3%	0.5%	0.6	-23.0%

The list goes on:
SMILES	rTrxR1 inhibitor	Glioma ERSR ind	USP1-UAF1 inh	TrxR1 substrate	mIDH1 inhibitor	Vif-A3G inh	Vif-A3F inh	LDHA block	RGS4 inhibitor
c1ccc(-c2nnc(-c3ccccn3)nc2NC2CCCCC2)cc1	-8.2%	-6.4%	5.9%	-9.2%	3.6%	-1.9%	?	6.0	-7.5%
COc1cc(C)ccc1OCCSc1nc2ccc(NC(=O)c3ccc(F)cc3)cc2s1	20.3%	-0.5%	-13.5%	11.0%	0.3%	4.1%	-4.4%	-3.6	-11.6%
CC(=O)c1c(O)c2cccc3c2n(c1=O)CCC3	11.4%	-3.4%	-12.0%	5.4%	-3.3%	-4.2%	1.4%	0.2	-37.1%
O=C(Nc1cc(Cl)ccc1-n1cncn1)c1cc(F)cc(F)c1	6.7%[57.1 µM]	-4.4%	-21.8%	4.4%[57.1 µM]	2.3%	-3.9%	4.5%	-0.7	4.8%
COC(=O)c1c(NC(=O)c2cccnc2)sc(C)c1C	12.7%[57.1 µM]	-4.9%	-13.6%	12.1%[57.1 µM]	1.8%	-7.8%	8.2%	0.1	-28.5%
Cc1cc(/C=N/n2cnnc2)c(C)n1-c1cccc(C(=O)O)c1	-6.2%	-3.8%	-1.3%	-13.3%	-1.0%	-0.5%	-8.3%	-2.5	0.0%
Cc1ccnc(NC(=O)Cc2ccc(F)cc2)n1	8.8%	-0.1%	2.9%	5.2%	-3.8%	-0.1%	-3.2%	0.1	7.0%
CS(=O)(=O)c1ccc(NC(=O)c2ccccc2-n2cnnn2)cc1	11.7%	2.2%	-24.4%	0.8%	-11.6%	-4.7%	0.0%	-5.7	-6.5%

Compound activity deposited in PubChem BioAssay by National Center for Advancing Translational Sciences (NCATS).

Some of the compounds tested, so the mix of outcomes need not match the whole.
